# Compound activity deposited in PubChem by several laboratories.
# LYP phosphatase: inhibitors of LYP phosphatase, biochemical, fluorescence intensity, uHTS (AID 1779) | recombinant LYP phosphatase, fluorescence intensity; higher % means a stronger effect | one-dose inhibition, % at 11.5 µM; IC50 in µM for titrated hits | 290,000 compounds, 0.054% hits; in the data active means inhibition above about 50%;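 further: plate controls were vehicle with enzyme for no effect and no enzyme for full effect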
# Myeloid diff 2: promotes myeloid progenitor differentiation; ER-HoxA9 myeloid progenitors, lysozyme-GFP differentiation, flow cytometry; calls only at 10 µM; 360,000 compounds, 1% hits;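 active means normalized GFP-positive differentiation at or above the plate's own cutoff, the solvent-only control mean plus 3 SD; inconclusive means no clear call, values can overlap the other calls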;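 further: cells exposed to compound for four days before flow analysis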
# Myeloid diff 2 GFP+ MAC1+ %: recorded beside Myeloid diff 2, whose call it bears; GFP+ MAC1+ double positive, %; measured here: differentiation confirmed by MAC1 staining
# Starred values were filed as active, the others as inactive; i = inactive; u = inconclusive; x = no result given; + = active, no number.
# Below each SMILES: Myeloid diff 2, Myeloid diff 2 GFP+ MAC1+ %, LYP phosphatase
- COc1cc(C)c(S(=O)(=O)NCc2cccnc2)cc1C
 : i, 0.6, -4.6%
- COC(=O)c1ccncc1C(=O)Nc1ccc(Oc2ncc(C(F)(F)F)cc2Cl)cc1
 : i, 0.6, -10.7%
- CCN(CC)C1=C(Cl)C(=O)C(Cl)C12OCCO2 (configuration not stated)
 : i, 0.6, -1.5%
- CCOC(=O)C(=NCC1CCCO1)NNc1ccccc1Cl (configuration not stated)
 : i, 0.4, 0.1%
- C=C1CCC[C@]2(C)C[C@H]3OC(=O)C(CNCCN(CC)CC)[C@H]3CC12 (some centres not stated)
 : i, 1.0, -0.5%
- CN(C)S(=O)(=O)c1cccc(COC(=O)c2cnccn2)c1
 : i, 0.8, -7.0%
- O=C(NCC(=O)N1CCN(C(c2ccccc2)c2ccccc2)CC1)c1ccc(Br)o1
 : u, x, -4.3%
- CC(C)CN(C(=O)COC(=O)CCCc1c[nH]c2ccccc12)c1c(N)n(Cc2ccccc2)c(=O)[nH]c1=O
 : i, 4.6, -3.2%
- Cc1cc(C)nc(OC(C(=O)O)C(OCCc2ccccc2)(c2ccccc2)c2ccccc2)n1 (configuration not stated)
 : i, 0.5, 0.1%
- O=C(Oc1ccccc1)N1CCOCC1
 : i, 0.4, -7.6%
- Cc1nnc(SCC(=O)N2CCCC(N3CCN(c4ccc(F)cc4)CC3)C2)o1 (configuration not stated)
 : i, 0.0, 0.3%
- Cc1cc(S(=O)(=O)N2CCN(c3ccccn3)CC2)c(C)cc1Cl
 : i, 0.6, -7.2%
- COC(=O)Cc1c(C)c2ccc(O)c(CNCc3ccc(OC)c(OC)c3)c2oc1=O
 : i, 0.4, -29.9%
- CSc1ccccc1OCc1cc(C(=O)NCCCc2ccccc2)no1
 : i, 0.3, -3.9%
- Cc1cnc(CNC(=O)CC2C(=O)NCCN2Cc2cccc(F)c2F)cn1 (configuration not stated)
 : i, 0.0, -16.2%
- COc1ccc(CNc2nc(C)cc(C)c2C#N)cc1
 : i, 1.8, -5.1%
- O=C(NC(=S)Nc1cccnc1)c1ccccc1
 : i, 3.4, -6.4%
- COc1ccc(C2=NN(CC(=O)NCC(OC)OC)C(=O)CC2)cc1
 : i, 0.6, 0.2%
- O=C(Nc1nccs1)C1CC(=O)N(c2ccc(F)cc2)C1 (configuration not stated)
 : i, 0.5, -4.0%
- Cc1ccc(C(=O)NNC(=O)C2CCN(C(=O)OC(C)(C)C)CC2)cc1
 : i, 0.6, -12.7%
- O=C(Nc1ccc(C(=O)Nc2ccccc2Cl)cc1)c1cccnc1
 : i, 0.1, -9.1%
- Cc1onc(-c2c(F)cccc2Cl)c1C(=O)Nc1nnc(C(F)(F)F)s1
 : i, 0.3, -15.6%
- COc1ccc(CCNC2CCc3ccccc3C2)cc1 (configuration not stated)
 : i, 0.5, -2.8%
- CC(C)CCNC(=O)c1cc(S(=O)(=O)N2CCc3ccccc32)cn1C
 : i, 5.5, -4.3%
- CCCc1cc(=O)oc2c3c(cc(OCC(=O)NCc4ccncc4)c12)OC(C)(C)CC3
 : i, 3.9, -22.6%
- CC(Oc1ccc(Cl)cc1)C(=O)Nc1ccc(S(=O)(=O)Nc2nccs2)cc1 (configuration not stated)
 : i, 0.5, -9.8%
- O=C(NN=C1CCCC1)c1ccc(O)cc1
 : i, 0.5, -9.9%
- CC(NC(=O)c1cnc2ccccc2n1)c1ccccc1 (configuration not stated)
 : i, 3.1, -7.9%
- COc1ccc(C(=O)Nc2ccc3ccccc3c2)cc1
 : i, 0.4, -1.9%
- O=C(CCn1cnnn1)N1CCCC(Nc2ccc(F)cc2)C1 (configuration not stated)
 : i, 1.4, -12.1%

# Sorted by heavy-atom count (low to high): some entries from above
# Below each SMILES: Myeloid diff 2, Myeloid diff 2 GFP+ MAC1+ %, LYP phosphatase
- COc1ccc(CCNC2CCc3ccccc3C2)cc1 (configuration not stated)
 : i, 0.5, -2.8%
- CN(C)S(=O)(=O)c1cccc(COC(=O)c2cnccn2)c1
 : i, 0.8, -7.0%
- Cc1cnc(CNC(=O)CC2C(=O)NCCN2Cc2cccc(F)c2F)cn1 (configuration not stated)
 : i, 0.0, -16.2%
- CCCc1cc(=O)oc2c3c(cc(OCC(=O)NCc4ccncc4)c12)OC(C)(C)CC3
 : i, 3.9, -22.6%

# (continued)
# Below each SMILES: Myeloid diff 2, Myeloid diff 2 GFP+ MAC1+ %, LYP phosphatase
- O=C1[C@H]2[C@@H](c3ccc(F)cc3)N3C(=O)N(c4cccc(Br)c4)C(=O)[C@@]3(Cc3ccc(Cl)cc3)[C@H]2C(=O)N1C1CCCCC1
 : i, 2.6, -7.9%
- Cn1c(=O)c2ccccc2n(Cc2cccc(F)c2)c1=O
 : i, 0.3, -8.9%
- O=C(Nc1ccc(F)cc1)c1ccc2c(=O)n3c(nc2c1)CCCCC3
 : i, 2.3, -4.5%
- COCCN1CC(C(=O)NCCc2nc(C)c(C)s2)CCC1=O (configuration not stated)
 : i, 6.2, -14.5%
- COc1cccc(C(C(=O)NCC2CCCO2)N(C(=O)Cn2nnc3ccccc32)c2ccc(NC(C)=O)cc2)c1 (configuration not stated)
 : i, 0.8, -12.5%
- OCC[C@@H]1C[C@@H](O)[C@H](O)[C@@]2(CCCc3ccccc3O2)O1
 : i, 0.7, -14.0%
- COc1ccc(NC(=O)CSc2nnc(CC(=O)Nc3ccc(F)cc3)n2C)cc1
 : i, 0.2, -8.9%
- O=C(CN1CCS(=O)(=O)CC1)N/N=C/c1cccc(C(F)(F)F)c1
 : u, x, -7.5%
- Cc1csc(C(C)N(C)C(=O)c2ccc(OC3CCN(Cc4ccccn4)CC3)cc2)n1 (configuration not stated)
 : i, 0.9, -2.5%
- Cc1nnsc1C(=O)Nc1ccc(S(=O)(=O)N2CCCC(C)C2)cc1 (configuration not stated)
 : i, 2.5, -12.3%
- CC(=O)Nc1cccc(NC(=O)CCNC(=O)c2ccccc2)c1
 : i, 0.6, -9.1%
- Cc1nnc(NC(=O)C2CCN(C(=O)c3ccco3)CC2)s1
 : i, 0.8, -8.6%
- COC(=O)c1ccc(N/C=C/C(=O)c2ccccc2)cc1
 : i, 0.6, -12.1%
- Cc1ccc2oc(C(=O)NCC(c3ccco3)N(C)C)c(C)c2c1 (configuration not stated)
 : i, 3.1, -6.8%
- O=C(C1CCCCC1)N1CCC(O)(c2ccc(Cl)cc2)CC1
 : i, 0.3, -5.4%
- COc1cccc(OCc2cc(C(=O)N3CCN(C4CCCC4)CC3)no2)c1
 : i, 2.9, -6.7%
- O=[N+]([O-])c1ccc(Cn2cc(-c3cccc(C(F)(F)F)c3)nn2)cc1
 : i, 2.4, -7.4%
- Clc1cc(Cl)c(OCCCCn2cncn2)c(Cl)c1
 : i, 1.0, -8.5%
- CC(C)(C)OC(=O)N[C@H](Cc1ccccc1)C(=O)N1CCC[C@@H]1C(=O)O
 : i, 0.3, -4.8%
- Cc1ccc(S(=O)(=O)N2CCC(=O)CC2)cc1
 : i, 0.2, -8.9%
- CC(C)c1ccc(OCc2ccc(C(=O)N3CCCC3)o2)cc1
 : i, 1.1, 2.3%
- O=C(CCc1ccccc1)NCCc1ccc(F)cc1
 : i, 1.0, -7.0%
- FC(F)(F)c1nc(NCc2ccccc2)c2nnn(Cc3ccccc3)c2n1
 : i, 0.6, -0.2%
- CC(NC(=O)c1cccc(S(=O)(=O)N(C)C)c1)C1CC2CCC1C2 (configuration not stated)
 : i, 0.8, -14.3%
- Cc1c(C(=O)NC2=NCCS2)cccc1[N+](=O)[O-]
 : i, 0.7, -3.1%
- C/C(=N/NC(=O)c1cc(C)[nH]n1)c1ccncc1
 : i, 0.8, -9.8%
- CN(CC(=O)NCC1CCCCC1)S(=O)(=O)c1ccc(F)cc1
 : i, 4.4, -7.7%
- Cc1cc(C(=O)N/N=C/c2c3ccccc3cc3ccccc23)n[nH]1
 : i, 2.2, -8.1%
- NC(=O)c1ccc2c(=O)c(O)c(-c3cc(Cl)c(N)c(Cl)c3)[nH]c2c1
 : i, 1.6, -11.4%
- COc1ccc(CC(=O)N2CCC(n3nccc3NC(=O)C3CCOC3)CC2)cc1 (configuration not stated)
 : i, 0.0, -7.7%

# The list goes on:
# Below each SMILES: Myeloid diff 2, Myeloid diff 2 GFP+ MAC1+ %, LYP phosphatase
- Cc1c(O)ccc2c(-c3ccccc3)cc(=O)oc12
 : i, 0.5, -3.4%
- O=C(NCCc1c[nH]c2ccccc12)c1ccc2[nH]c(=O)c(=O)[nH]c2c1
 : i, 0.7, 2.1%
- CC12CCC(=O)N1C(C(=O)Nc1nnc(SCc3ccc(F)cc3)s1)CS2 (configuration not stated)
 : i, 0.8, -5.6%
- Cc1c(C(=O)O)oc2ccc3c(c12)C(O)CC(C)(C)O3 (configuration not stated)
 : i, 0.4, 3.1%
- Cc1ccc(-c2csc(N3CCN(c4cc5c(cc4Cl)nc(-c4ccncc4)n5CCOCCO)CC3)n2)cc1
 : i, 3.1, -12.6%
- O=C(CNS(=O)(=O)c1ccc(Br)s1)NCCc1ccc(Cl)cc1
 : i, 0.7, -4.7%
- CCCS(=O)(=O)c1c(S(=O)(=O)CCC)c2ccc(C(N)=O)cn2c1C(=O)c1ccccc1
 : i, 0.1, -7.1%
- COc1cccc(NC(=O)Nc2nnc(Cc3ccccc3)s2)c1
 : i, 0.5, -5.9%
- COCc1c(C(=O)N/N=C/c2c[nH]c3ccccc23)nnn1-c1nonc1N
 : i, 0.6, -4.3%
- COc1ccccc1CC(NC(C)=O)C(=O)NC1CCN(C(=O)Nc2ccc(F)cc2)CC1 (configuration not stated)
 : i, 0.4, -8.0%
- c1ccc(CCNC2=NCCS2)cc1
 : i, 1.0, -11.1%
- CCC(=O)Nc1ccc(-c2ccc(N3CCC(C)CC3)nn2)cc1
 : i, 3.4, -3.7%
- CCOc1ccc(CNCCN2CCCC2)cc1
 : i, 0.0, -9.4%
- O=C(C(=O)N1CCCCC1)c1c(-c2ccccc2)[nH]c2ccccc12
 : i, 0.5, -4.9%
- O=C(CSc1nnc(CNC(=O)c2cccs2)o1)Nc1ccccc1F
 : i, 0.2, -9.6%
- COc1cnc(-c2ccccn2)nc1Oc1ccc(C(C)(C)C)cc1
 : +, 12.1*, 1.0%
- Cc1ccc(S(=O)(=O)N2CCN(C(=O)COC(=O)c3ccc(C(C)(C)C)cc3)CC2)c(C)c1
 : i, 0.9, -1.6%
- COc1ccc(CN2CCNC(=O)C2CC(=O)NCc2cc(C)n(C)n2)c(F)c1 (configuration not stated)
 : i, 1.1, -11.1%
- CCc1csc(CCNC(=O)C2CCC(=O)N(Cc3cccc(C(F)(F)F)c3)C2)n1 (configuration not stated)
 : i, 1.1, -10.6%
- COc1ccc(CCNc2ccc(C(CC(N)=O)NC(=O)c3cc(OC)ccc3OC)cc2[N+](=O)[O-])cc1 (configuration not stated)
 : i, 0.8, -10.6%
- COc1ccc(C2c3cc(OC)c(OC)cc3CCN2C(=O)c2ccccc2)cc1OC (configuration not stated)
 : i, 1.1, 1.0%
- CN(CCOc1ccccc1)C(=O)CCc1c[nH]c2ccccc12
 : i, 0.7, -7.0%
- COc1nnc(-c2ccc(C)c(S(N)(=O)=O)c2)c2ccccc12
 : i, 0.6, -8.8%
- CCc1nnc(NC(=O)C(c2ccccc2)c2ccccc2)s1
 : i, 1.0, -0.3%
- O=C(Cc1ccc(F)cc1)Nc1c(C(=O)N2CCN(c3ncccn3)CC2)oc2ccccc12
 : i, 1.2, -4.3%
- O=C(c1ccc(-c2nc3ccccc3s2)o1)N1CCN(c2ccccc2O)CC1
 : i, 0.3, -3.0%
- O=Cc1cc(Br)c(OC(=O)N2CCOCC2)c(Br)c1
 : i, 0.4, -4.5%
- CCn1c(CN2CCOCC2)nnc1SCC(=O)Nc1cccc(C)c1
 : i, 6.5, -4.3%
- CCOc1ccc(-c2noc(CCC(=O)NCC3CCCO3)n2)cc1OC (configuration not stated)
 : i, 5.1, 0.0%
- C=CCn1c2ccccc2c2nnc(SCCN3CCOCC3)nc21
 : i, 0.1, -7.8%

# More structures.
# Below each SMILES: Myeloid diff 2, Myeloid diff 2 GFP+ MAC1+ %, LYP phosphatase
- Clc1cccc(Cl)c1C[n+]1ccc2ccccc2c1
 : i, 7.0, -3.9%
- CC1(C)C(=O)OC(c2ccc([N+](=O)[O-])cc2)C(C)(C)C1=O (configuration not stated)
 : i, 0.3, -7.4%
- CCOc1ccccc1CN1CCN(C2CCC2)CC1CCO (configuration not stated)
 : i, 0.1, -12.5%
- COc1ccc(NC(=O)c2ccc3c(=O)n(CC4CCCO4)c(=S)[nH]c3c2)c(OC)c1 (configuration not stated)
 : i, 3.8, -4.8%
- CCCCOc1ccc(C(=O)N2CCN(CC(=O)Nc3ccc(C)cc3)CC2)cc1OC
 : i, 0.5, -10.7%
- Cc1ccccc1CS(=O)(=O)Cc1ccc(C(=O)NC2CCCCC2)o1
 : i, 3.7, -9.3%
- CCCN1CCN(CCCNC(=O)C(CC)n2nc(C)n3c(cc4occc43)c2=O)CC1 (configuration not stated)
 : i, 0.6, -6.4%
- Oc1ccc2ccccc2c1C=Nc1ccccc1Br
 : i, 6.7, -4.7%
- CCOc1ccc(NS(=O)(=O)c2csc(C(N)=O)c2)cc1
 : i, 1.2, -7.7%
- CCOC(=O)N1CCN(C(=O)C2CCN(c3nnc(-n4cccc4)s3)CC2)CC1
 : i, 1.0, -12.1%
- COc1ccc(S(=O)(=O)N2CCC(C(=O)N[C@@H](C)C(=O)N3CCCCCC3)CC2)cc1
 : i, 4.9, -7.2%
- CC(=O)c1cccc(NC(=O)CC(C)n2ccnc2)c1 (configuration not stated)
 : i, 0.5, -7.2%
- COc1cc(NS(=O)(=O)c2ccc(NC(=S)NC(=O)c3ccc(F)cc3)cc2)nc(OC)n1
 : i, 0.8, -1.8%
- COc1ccc(S(=O)(=O)N2CCOCC2)cc1NC(=O)c1cccc(Cl)c1
 : i, 0.4, -1.9%

# A portion of the library, so the mix of outcomes need not match the whole.
